Bioassay records deposited in PubChem by several laboratories.
UTI89 phage lysis = protection from phage-mediated lysis, alamar blue read-out – E. coli UTI89, K1F phage, bacterial capsule biogenesis inhibitors (AID 488966). E. coli UTI89 K1F phage lysis, alamar blue, 2 h; higher % means a stronger effect. inhibition, % at 100 µM, or IC50 in µM where a hit was titrated. actives 0.02% (n = 340,000);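 active = phage lysis inhibition, versus mean bacterial control, above a set limit; inconclusive = no clear call, values can overlap the other calls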;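 also: capsule biogenesis inhibitors block K1F phage lysis so surviving cells raise fluorescence; higher fluorescence means more inhibition of phage lysis; actives were called in the ten point dose series up to 300 µM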
West Nile antiviral = inhibition of WNV-induced cytopathic effect – cell-based, CPE readout (AID 1621) | West Nile virus-infected cells, CPE inhibition; higher % means a stronger effect | CPE inhibition, % at 10 µM, or IC50 in µM where a hit was titrated | actives 0.02% (n = 290,000); in the data active = a potency from the dose series; inconclusive = CPE inhibition mostly from about 3.7% at the one dose, without a potency; inactive = the rest, 99 in 100 with CPE inhibition below about 2.2%; also: strong numbers were not always called active
Dengue-2 NS5 capping = Dengue-2 NS5 methyltransferase inhibitors, primary screen, biochemical, confirmation dose response (AID 588689); Dengue-2 NS5 methyltransferase capping enzyme assay, biochemical; higher % means a stronger effect; one-dose inhibition, % at 25 µM; IC50 in µM for titrated hits; actives 0.3% (n = 340,000); in the data active = a potency from the dose series; inconclusive = inhibition above about 29% without an active follow-up result
XIAP displacement = XIAP antagonists, biochemical, IAP family, fluorescence polarization (AID 1018); XIAP BIR domain, fluorescence polarization peptide displacement; higher % means a stronger effect; displacement, % at 20 µM, or IC50 in µM where a hit was titrated; actives 0.007% (n = 200,000); in the data active = displacement above about 50%; also: a part of the inactive calls stands beside numbers as strong as those of hits
CSM14.1 death rescue = rescue of cells from ER stress-induced death, primary screen, 384-well, CSM14.1, thapsigargin, ATP luminescence (AID 1222); cellular ATP content (survival), % at 20 µM, or EC50 in µM where a hit was titrated; CSM14.1 thapsigargin-induced death rescue, ATP luminescence; higher % means a stronger effect; 190,000 tested, under 10 active;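 active = EC50 below 50 µM in the dose-response confirmation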;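 also: death triggered by thapsigargin at about 15 µM added after 2 h compound pretreatment; cell ATP read after overnight thapsigargin exposure of roughly 18 to 22 hours; normalized against plate controls of thapsigargin alone and 5% DMSO vehicle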
Yfh1-off respiration = enhancers of respiration in Yfh1-depleted yeast, dose response, Friedreich's ataxia, plus single-dose screen (AID 1465); S. cerevisiae Yfh1-off respiration, WST-1 reduction, 72 h; higher fold induction means a stronger effect; one-dose fold induction at 50 µM; EC50 in µM for titrated hits; actives 0.074% (n = 220,000);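 active = fold induction of absorbance versus untreated yeast above a set limit, then at least 30% activation at any dose in follow-up; inconclusive = repeats straddling the limit, or above it without dose testing; inactive = fold induction below the set limit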;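 also: activators that raise dye reduction in frataxin-depleted yeast; strong numbers were not always called active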
Large T inhibition = SV40 large T antigen inhibitors, biochemical (AID 1903). SV40 large T antigen ATPase/helicase inhibition assay; higher % means a stronger effect. inhibition, % at 20 µM; hits with a dose series show IC50 in µM. actives 0.39% (n = 310,000); in the data active = a potency from the dose series; inconclusive = inhibition mostly from about 32% at the one dose, without a potency; inactive = the rest, 99 in 100 with inhibition below about 32%; also: strong numbers were not always called active
RSV antiviral HEp-2 = RSV antiviral activity via CPE protection, HEp-2 cells, primary 10 µM value included (AID 2391); HEp-2 cells, RSV-induced CPE inhibition; higher % means a stronger effect; CPE inhibition, % at 10 µM; hits with a dose series show IC50 in µM; actives 0.13% (n = 310,000); in the data active = a potency from the dose series; inconclusive = CPE inhibition mostly from about 23% at the one dose, without a potency; inactive = the rest, 99 in 100 with CPE inhibition below about 21%; also: strong numbers were not always called active
WT yeast gro inh = growth inhibition of WT yeast, mitochondrial fusion screen; mitochondrial fusion phenotypic screen, WT strain; inhibition, % at 10 µM; actives 2.1% (n = 190,000); AID 1362; in the data active = inhibition above about 58%; tested in S. cerevisiae
WT yeast gro inh mutant strain = also measured in WT yeast gro inh; calls as there; inhibition, %; mitochondrial fusion phenotypic screen, mutant strain inhibition
Dengue-2 NS5 capping pilot replicate = also measured in Dengue-2 NS5 capping; calls as there; inhibition, %; measured here: pilot screen replicate inhibition
The depositor's hits bear a star; i = inactive; ? = inconclusive; / = not tested or not shown; [ ] = dose if it differs, or a comment.

SMILES	UTI89 phage lysis	West Nile antiviral	Dengue-2 NS5 capping	XIAP displacement	CSM14.1 death rescue	Yfh1-off respiration	Large T inhibition	RSV antiviral HEp-2	WT yeast gro inh	WT yeast gro inh mutant strain	others
O=C(N/N=C/c1ccc(O)c([N+](=O)[O-])c1)C1CC1(c1ccccc1)c1ccccc1 (stereo not drawn)	-4.1%	0.1%	1%	-5.7%	9.0%	i	26%	13%	23	5
O=c1ncn(-c2ccccc2F)c2ncccc12	0.5%	0.0%	9%	-4.2%	-1.3%	i	9%	2.0%	3	-14	Dengue-2 NS5 capping pilot replicate=-0.3
CC(C)CCNC(=O)CCc1nnc2n(CCCOC(C)C)c(=O)c3ccccc3n12	0.1%	-0.7%	-13%	/	/	/	4%	0.7%	/	/
COc1ccc(N2CC(C(=O)Nc3nnc(SCC(=O)NC(C)(C)C)s3)CC2=O)cc1 (stereo not drawn)	0.4%	0.4%	-15%	-6.3%	0.5%	i	25%	-0.6%	-21	-7
CC1=C(C)/C(=N\OS(=O)(=O)c2ccccc2)C=CC1=O	-17%	?	?	-4.8%	-1.0%	i	?	-2.1%	80*	79*
COc1cc(/C=N/Nc2ccc(C(=O)O)cc2)cc(OC)c1OC	0.2%	0.6%	3%	/	/	i	20%	0.2%	/	/
COCCN(C(=O)CSc1nnc(-c2ccc(C(C)(C)C)cc2)n1N)c1c(N)n(CC(C)C)c(=O)[nH]c1=O	0.3%[50 µM]	/	-3%	/	/	/	15%	-0.5%	/	/
Cc1ccc(CN2C(=O)CCC2C(=O)N2CCN(c3ccccc3)CC2)cc1 (stereo not drawn)	-0.1%	0.1%	-5%	-0.9%	1.0%	i	-9%	0.5%	9	-2
CC(C)NC(=S)N(CCc1ccncc1)C(C)C	0.0%	-0.1%	-7%	-4.2%	-4.9%	i	14%	2.4%	11	7
COc1ccc(/C=C/C(=O)O)cc1S(=O)(=O)NCC1CCCO1 (stereo not drawn)	0.5%	0.1%	8%	/	/	i	2%	1.7%	/	/
COc1ccc(CN(C(=O)c2oc3ccccc3c2C)C2CCS(=O)(=O)C2)cc1OC (stereo not drawn)	0.1%	0.7%	-1%	-1.6%	-2.4%	i	3%	5.5%	-7	-6
CSCCC1C(C#N)=C(N)Oc2n[nH]c(-c3cccs3)c21 (stereo not drawn)	-5.2%	-0.4%	7%	-3.3%	-1.5%	i	24%	0.7%	2	6
CCn1c(O)c(C=NCCN2CCOCC2)sc1=S	0.1%	0.4%	8%	-3.9%	-1.7%	i	-6%	-0.9%	7	2
COCCN1C(=O)N[C@@H](c2ccccc2)C(C(=O)OC)=C1C	0.1%	-0.2%	6%	-1.7%	-4.5%	i	-5%	0.9%	-4	-13
Cc1ccc(NS(=O)(=O)c2cccc(C(=O)NCC(c3ccco3)N3CCCCC3)c2)cc1 (stereo not drawn)	0.0%	-0.4%	-3%	/	/	/	0%	-0.3%	/	/
O[C@@H]1COC(Nc2ccc(N=Nc3ccccc3)cc2)C[C@@H]1O (stereo partly drawn)	/	0.1%	/	/	/	?	3%	0.8%	/	/
CSCCC1NC2(C(=O)Nc3c(C)cc(Cl)cc32)[C@@H]2C(=O)N(C3CCCC3)C(=O)[C@H]12 (stereo partly drawn)	11%	-1.0%	-2%	-1.7%	-1.0%	i	7%	11%	14	24
COc1ccc(CNC(=O)CC(C)S(=O)(=O)c2ccc3c(c2)NC(=O)CO3)cc1 (stereo not drawn)	0.1%	-0.1%	-4%	/	/	/	2%	1.8%	/	/
O=C(CSCc1cnn(-c2ccccc2)c1-n1cccc1)NCC1CCCO1 (stereo not drawn)	0.7%	-0.3%	8%	-1.4%	-1.5%	i	25%	0.2%	-9	5
CC(=O)N1CCN(c2ccc(NS(=O)(=O)c3ccc(C)cc3)cc2)CC1	0.2%	-0.3%	-2%	/	/	/	6%	1.4%	/	/
O=[N+]([O-])/C=C/c1c(OCc2ccccc2)ccc2ccccc12	1.0%	-1.8%	9%	-4.3%	-3.7%	i	22%	-2.1%	77*	69*
CCOc1ccc(CCNC(=O)c2sc3nc4n(c(=O)c3c2C)CCC4)cc1	-0.4%	-0.1%	8%	/	/	/	11%	3.3%	/	/
O=C(CCC(=O)N1CCOCC1)Nc1ccc(Cl)c(Cl)c1	0.0%	-0.2%	3%	/	/	/	3%	1.0%	/	/
CN(CC1CCN(CCc2cccc(C(F)(F)F)c2)CC1)C(=O)c1ccc(F)cc1F	-0.7%	-1.4%	-7%	/	/	/	22%	0.4%	/	/
O=C(NCCCn1ccnc1)c1ccc(N2CCCCC2)c([N+](=O)[O-])c1	0.7%	-1.2%	-1%	-12%	0.7%	i	9%	17%	-16	4
CCOC(=O)C1CCN(C(=O)CN(C)S(=O)(=O)c2cc(C)ccc2OC)CC1	0.1%	-0.1%	-6%	-5.8%	-1.9%	i	4%	-0.5%	23	22
CC1=C(C(=O)NCc2ccc(Cl)cc2)C2(CCC(C)CC2)OC1=O (stereo not drawn)	0.0%	-0.7%	-5%	/	/	i	18%	12%	/	/
Cc1ccccc1C(=O)Nc1nnc(SC(C)C)s1	0.1%	0.0%	-4%	-3.2%	/	i	11%	5.0%	-31	-12
CCOC(=O)c1ccc(-c2ccc3c(=O)c4ccccc4n(C)c3c2)cc1F	-0.1%	0.6%	-9%	/	/	/	17%	1.7%	/	/
O=C(NC1CCCCCC1)C1CCN(S(=O)(=O)c2cccc3cccnc23)CC1	i	0.9%	-1%	0.5%	0.1%	i	3%	-0.4%	4	2
Cc1ccc(C)c(COC(=O)c2cc([N+](=O)[O-])ccc2N2CCOCC2)c1	0.5%[50 µM]	/	-3%	/	/	/	11%	13%	/	/
Cc1cc2c(cc(C(=O)NCCCN3CCOCC3)n2Cc2ccc(Cl)cc2)o1	2.0%	-0.7%	-1%	-3.8%	0.9%	i	-1%	-2.8%	7	16
COc1ccc2[nH]c(=O)c(CN(C(=O)C3CCCO3)c3ccc(C)c(C)c3)cc2c1 (stereo not drawn)	-1.6%[50 µM]	0.1%	2%	/	/	i	5%	5.5%	/	/
Cc1cccc(NC(=O)c2ccc([N+](=O)[O-])o2)n1	-1.4%	2.8%	-1%	0.9%	2.3%	i	-1%	3.5%	4	-5
O=S(=O)(c1ccc2ccccc2c1)N1CCN(C(=S)Nc2ccccc2F)CC1	2.1%[50 µM]	-0.4%	-6%	/	/	i	14%	-1.1%	/	/
COc1ccc(Nc2ncnc3ccccc23)c(OC)c1	6.3%	/	-1%	2.2%	-1.5%	/	7%	2.0%	14	16
C=CCn1c(=O)c2c(nc3n2CCS3)n(C)c1=O	-1.6%	-0.4%	-5%	-2.9%	-1.1%	i	0%	-0.3%	-2	-19
CC1CN(C(=O)CN2C(=O)c3ccccc3S2(=O)=O)CC(C)O1 (stereo not drawn)	1.3%	0.2%	-5%	-2.2%	-0.6%	i	9%	1.9%	1	1
COc1ccc(-n2c(SCC(=O)Nc3cccc(C(=O)O)c3)nnc2-c2ccco2)cc1	0.2%	-0.1%	-2%	/	/	/	7%	3.6%	/	/
OCC1CCCC(n2cnc3c(=S)nc[nH]c32)O1 (stereo not drawn)	0.0%	0.5%	-7%	/	/	i	15%	0.4%	/	/

10 compounds already listed, ordered by molecular weight, ascending:
SMILES	UTI89 phage lysis	West Nile antiviral	Dengue-2 NS5 capping	XIAP displacement	CSM14.1 death rescue	Yfh1-off respiration	Large T inhibition	RSV antiviral HEp-2	WT yeast gro inh	WT yeast gro inh mutant strain	others
Cc1cccc(NC(=O)c2ccc([N+](=O)[O-])o2)n1	-1.4%	2.8%	-1%	0.9%	2.3%	i	-1%	3.5%	4	-5
OCC1CCCC(n2cnc3c(=S)nc[nH]c32)O1 (stereo not drawn)	0.0%	0.5%	-7%	/	/	i	15%	0.4%	/	/
COCCN1C(=O)N[C@@H](c2ccccc2)C(C(=O)OC)=C1C	0.1%	-0.2%	6%	-1.7%	-4.5%	i	-5%	0.9%	-4	-13
Cc1ccc(C)c(COC(=O)c2cc([N+](=O)[O-])ccc2N2CCOCC2)c1	0.5%[50 µM]	/	-3%	/	/	/	11%	13%	/	/
CCOc1ccc(CCNC(=O)c2sc3nc4n(c(=O)c3c2C)CCC4)cc1	-0.4%	-0.1%	8%	/	/	/	11%	3.3%	/	/
COc1ccc(CNC(=O)CC(C)S(=O)(=O)c2ccc3c(c2)NC(=O)CO3)cc1 (stereo not drawn)	0.1%	-0.1%	-4%	/	/	/	2%	1.8%	/	/
CC(C)CCNC(=O)CCc1nnc2n(CCCOC(C)C)c(=O)c3ccccc3n12	0.1%	-0.7%	-13%	/	/	/	4%	0.7%	/	/
CSCCC1NC2(C(=O)Nc3c(C)cc(Cl)cc32)[C@@H]2C(=O)N(C3CCCC3)C(=O)[C@H]12 (stereo partly drawn)	11%	-1.0%	-2%	-1.7%	-1.0%	i	7%	11%	14	24
COc1ccc(N2CC(C(=O)Nc3nnc(SCC(=O)NC(C)(C)C)s3)CC2=O)cc1 (stereo not drawn)	0.4%	0.4%	-15%	-6.3%	0.5%	i	25%	-0.6%	-21	-7
COCCN(C(=O)CSc1nnc(-c2ccc(C(C)(C)C)cc2)n1N)c1c(N)n(CC(C)C)c(=O)[nH]c1=O	0.3%[50 µM]	/	-3%	/	/	/	15%	-0.5%	/	/

Later entries
SMILES	UTI89 phage lysis	West Nile antiviral	Dengue-2 NS5 capping	XIAP displacement	CSM14.1 death rescue	Yfh1-off respiration	Large T inhibition	RSV antiviral HEp-2	WT yeast gro inh	WT yeast gro inh mutant strain	others
CCCCn1c(N)c(N(CC(C)C)C(=O)CN(C)S(=O)(=O)c2ccc(F)cc2)c(=O)[nH]c1=O	0.6%[50 µM]	/	2%	/	/	/	11%	-2.7%	/	/
COc1cccc(C(c2c(NC(=O)c3ccccc3)sc(C)c2C)N2CCN(C)CC2)c1 (stereo not drawn)	3.8%	-1.5%	-2%	-5.6%	2.9%	i	20%	11%	53	8
O=C(N/N=C/c1ccc(OC(F)F)cc1OC(F)F)c1cccc(S(=O)(=O)N2CCOCC2)c1	0.3%	0.4%	3%	-4.7%	-1.1%	i	4%	0.4%	2	9
COc1ccccc1N(C)C(=O)c1cc(S(=O)(=O)N2CCc3ccccc32)cn1C	-0.8%	-1.2%	1%	/	/	/	6%	1.1%	/	/
